Compound activity (PubChem)
mouse EphA4 binding – EphA4 ligand-binding antagonists – biochemical, colorimetric, mouse EphA4, primary screen (AID 689); EphA4-AP binding to KYL peptide, pNPP A405; higher % means a stronger effect; inhibition, % at 10 µM; hits with a dose series show IC50 in µM; actives 0.1% (n = 62,000); in the data active means a potency from the dose series; inactive means the rest, 99 in 100 with inhibition below about 22%
Starred values were filed as active, the others as inactive. A portion of the library; the hit share may differ from the screen's.

SMILES	mouse EphA4 binding
COc1ccc(C2c3c(oc4ccccc4c3=O)C(=O)N2Cc2ccncc2)cc1 (stereo not drawn)	-12.5%
CCc1ccc(C(=O)COC(=O)c2cccc(N3C(=O)c4c(C)nc5ccccc5c4C3=O)c2)cc1	1.3%
Cc1cccc2nc(CSc3nnnn3-c3ccccc3)cn12	-8.1%
Cc1ccccc1C(=O)N1CCN(c2ccc([N+](=O)[O-])c(NCc3ccco3)c2)CC1	-11.4%
CC(=O)c1cc2c(cc1NS(=O)(=O)c1ccc3c(c1)OCCO3)OCO2	-40.0%
COc1cccc(C2C(C#N)=C(N)Oc3cc(C)n(Cc4ccccn4)c(=O)c32)c1OC (stereo not drawn)	-1.5%
c1ccc(Cc2nnc3n2CCCCC3)cc1	-12.3%
O=C1C(=Cc2ccccc2)C(=O)c2ccccc21	0.9%
O=C(CSc1nc2ccccc2[nH]1)NCCCn1ccnc1	-10.5%
CCc1c(O)nc(SCC(=O)Nc2ccccc2)n(-c2ccccc2)c1=O	1.2%
CCOc1[nH]n(-c2ccc(Cl)cc2)c(=O)c1C=Nc1ccc(Cl)cc1	-1.9%
c1csc(CSc2nc3ccccc3s2)c1	-24.0%
Cc1ccc(S(=O)(=O)NNC(=O)CCC(=O)Nc2ccc(C)c(C)c2)cc1	0.0%
COc1ccccc1CC(=O)N1CCN(c2ccccn2)CC1	1.9%
O=C(CN1CCCCC1)Nc1cccc([N+](=O)[O-])c1	-5.8%
CCN(CC)Cc1cc2ccccc2c2c1COC2	-13.8%
Cc1cccc(N(CC(=O)Nc2ccc(-c3nc4ccc(C)cc4s3)cc2)S(C)(=O)=O)c1	-5.6%
CC(C)CSc1nc2c(c(=O)[nH]c(=O)n2C)n1CC(O)COc1cccc2ccccc12 (stereo not drawn)	-6.1%
CC(C)(C)c1ccccc1OCCN1CCCC1	-8.6%
Cc1cc(C(=O)NC(C)C)on1	-0.1%
COc1ccc(/C=C2/SC(N3CCN(C(=O)CN4C(=O)S/C(=C\c5ccccc5F)C4=O)CC3)=NC2=O)cc1	-5.5%
Cc1ccc(-c2nn3c(C)nnc3c3ccccc23)cc1S(=O)(=O)NC(C)c1ccccc1 (stereo not drawn)	3.0%
COCCn1c(=O)[nH]c2cc(C(=O)N3CCN(c4ccccc4OC)CC3)ccc2c1=O	1.4%
CCOC(=O)CCCNC(=O)COC(=O)c1cccc(C)c1O	-0.1%
COc1ccc(Cl)cc1Nc1nc(-c2sc(NC(=O)C(C)(C)C)nc2C)cs1	-1.4%
CCC(c1nnnn1Cc1ccc(F)cc1)N(CCCO)Cc1cc2cc3c(cc2[nH]c1=O)OCO3 (stereo not drawn)	-18.5%
Oc1ccc(-c2nc(-c3ccc(O)c(O)c3)cs2)cc1	-2.2%
Clc1ccccc1CSc1nnc(/C=C/c2ccccc2)o1	-7.1%
C(=N\n1cnnc1)/c1cccnc1	-7.9%
CC(Sc1nncs1)C(=O)NCc1ccc2c(c1)OCO2 (stereo not drawn)	2.8%
Nc1ccc(C(=O)N/N=C\c2cc(N=Nc3cccc4ccccc34)ccc2O)cc1	-0.9%
CC1CCCCN1Cc1ccc(N(C)C)cc1 (stereo not drawn)	-11.4%
Cc1cccc(OCCCC(=O)Nc2ccccc2C(F)(F)F)c1	-17.6%
CCC(C)Nc1nc(-c2ccc3c(c2)NC(=O)CO3)cs1 (stereo not drawn)	-7.7%
COC(=O)C1=C(C)NC2=C(C(=O)c3ccccc32)C1c1ccc(OCc2ccc([N+](=O)[O-])cc2)cc1 (stereo not drawn)	-6.5%
COc1ccc(CNC(=O)Cc2csc(Nc3nc(=S)[nH]c4ccccc34)n2)cc1	-12.5%
CN(C)c1oc(-c2ccco2)nc1C#N	-13.5%
COc1ccc(CCn2c(N3CCN(C)CC3)nc3c2c(=O)[nH]c(=O)n3C)cc1	11.1%
Cc1cc(NC(=O)c2ccccc2I)ccc1-c1cc2ccccc2oc1=O	12.6%
COc1cc(C(=O)Oc2ccc3c(c2)OCC3=O)cc(OC)c1OC	-2.0%
CCN(CC#CCC1(O)c2ccccc2-c2ccccc21)C(C)C	-1.5%
COc1ccc(CCN(Cc2cc3cc(C)ccc3[nH]c2=O)C(=O)N2CCCC2)cc1OC	16.0%
Cc1cc(C(=O)OCC(=O)N2CC(C)CC(C)C2)c(C)o1 (stereo not drawn)	2.4%
COc1cccc(NC(=O)c2ccncc2)c1	-12.1%
Cc1c(N2C(=O)/C(=C/c3ccccc3)SC2=S)c(=O)n(-c2ccccc2)n1C	-0.8%
Cc1cccc(NC(=O)CN2C(=O)CNC2=O)c1	-5.0%
Cc1c(C(=O)C(C)C)n(C)c2ccccc12	-6.5%
N/C(Cc1ccc(Cl)cc1)=N\OC(=O)c1ccc2ccccc2c1	-6.1%
O=C(NCCc1ccccc1)c1ccc(Br)o1	-10.6%
CSc1cccc(NC(=O)c2ccc(Cl)nc2)c1	-8.1%
COc1cc(C)c(S(=O)(=O)NC2CC(C)(C)NC(C)(C)C2)cc1C	37.4%
CCCCC(=O)Nc1ccc(C(=O)NNC(=O)c2ccco2)cc1	-10.6%
Cc1ccc(NC(=O)CSCC(=O)O)c(C)c1	-22.4%
O=C(NN=C1CCCCCCC1)C(=O)NC1CCCCC1	-0.3%
COCCCNc1nc(SCc2ccccc2)nc2sc3c(c12)CCC3	-0.8%
N#CCO/N=C(\c1ccccc1)c1ccncc1	-6.4%
CCNC(=O)O/N=C(\C)c1sc(-c2ccc(Cl)cc2)nc1C	-5.0%
COc1ccc(Cl)cc1S(=O)(=O)N1CCC(Cc2ccccc2)CC1	-7.3%
CC1CCCC(C)N1CCCNC(=O)c1cc2c(=O)n(C)c3ccccc3c2n1C (stereo not drawn)	3.0%
O=C(CCCOc1ccc(Cl)cc1Cl)Nc1ccncc1	4.5%

Taken from the listing for reference:
SMILES	mouse EphA4 binding
COc1ccc(C2c3c(oc4ccccc4c3=O)C(=O)N2Cc2ccncc2)cc1 (stereo not drawn)	-12.5%
CCc1ccc(C(=O)COC(=O)c2cccc(N3C(=O)c4c(C)nc5ccccc5c4C3=O)c2)cc1	1.3%
Cc1cccc2nc(CSc3nnnn3-c3ccccc3)cn12	-8.1%
Cc1ccccc1C(=O)N1CCN(c2ccc([N+](=O)[O-])c(NCc3ccco3)c2)CC1	-11.4%
CC(=O)c1cc2c(cc1NS(=O)(=O)c1ccc3c(c1)OCCO3)OCO2	-40.0%
COc1cccc(C2C(C#N)=C(N)Oc3cc(C)n(Cc4ccccn4)c(=O)c32)c1OC (stereo not drawn)	-1.5%

Entries above that contain a tert-butyl group, in the order listed:
SMILES	mouse EphA4 binding
CC(C)(C)c1ccccc1OCCN1CCCC1	-8.6%
COc1ccc(Cl)cc1Nc1nc(-c2sc(NC(=O)C(C)(C)C)nc2C)cs1	-1.4%

Remaining list, next part.
SMILES	mouse EphA4 binding
CCOC(=O)c1c(C)[nH]c(NC(=O)N2CCOCC2)c1C	-14.0%
O=C(Nc1ccc(O)cc1)c1cc2n(n1)C(C(F)(F)F)CC(c1ccco1)N2 (stereo not drawn)	-10.1%
COCCNC(=O)COc1cc(=O)n(C)c2ccccc12	-0.6%
CCCC(=O)NCCSC	0.6%
O=C(CN1NS(=O)(=O)c2ccccc2C1=O)Nc1ccccc1OC(F)F	-9.8%
Cc1cc(OCc2nc(-c3ccc(NC(=O)c4cccnc4)cc3)no2)ccc1Cl	-2.2%
CCCSc1cc(=O)n(-c2ccccc2)nc1C(=O)OCC	-6.3%
O=C(CN1CCN(C2CCCCC2)CC1)NCCC1=CCCCC1	-9.6%
CCC(=O)N1CCc2cc(S(=O)(=O)NC(C(=O)NCc3ccc(C)cc3)C(C)C)ccc21 (stereo not drawn)	2.2%
O=C(NCc1ccc(Cl)cc1)C1CCCN(S(=O)(=O)c2cnc[nH]2)C1 (stereo not drawn)	5.7%
Cc1ccc(CCN2CC(C(=O)NCCCN3CCOCC3)CC2=O)cc1 (stereo not drawn)	-13.1%
CCOc1ccccc1C(=O)N1CCC(n2nnc3cc(C)ccc32)CC1	-5.3%
COCC(=O)N(C)c1nnc(-c2ccc([N+](=O)[O-])cc2)s1	-13.4%
CCC(=O)Nc1ccc(I)cc1Cl	13.2%
NC(=O)CN1C(=O)/C(=C2\SC(=S)N(Cc3ccccc3)C2=O)c2ccccc21	1.3%
CCc1ccc(NC(=O)C(=O)NCCCOC(C)C)cc1	-7.5%
CCn1ncc(C2=NOC(C(=O)Nc3c(C)n(C)n(-c4ccccc4)c3=O)C2)c1C (stereo not drawn)	-19.9%
CN(NC(=O)NN)c1ncc(C(F)(F)F)cc1Cl	-4.7%
O=C(COc1cccc(NC(=O)c2ccco2)c1)c1ccccc1	-8.1%
O=C(O)CCCC(=O)Nc1ccc(Sc2ccc([N+](=O)[O-])cc2)cc1	0.3%
O=C(O)CC(NS(=O)(=O)c1ccc(Br)cc1)c1ccco1 (stereo not drawn)	-13.1%
CCOC(=O)c1cc(-c2ccc(OC)cc2F)nc2c1c(C)nn2CCC#N	-16.1%
Cc1cc(NC(=O)C(c2ccccc2)c2ccccc2)no1	-2.2%
O=C(c1cc2nc(-c3ccco3)cc(C(F)(F)F)n2n1)N1CCc2ccccc2C1	-6.7%
CCOC(=O)c1cc2occc2n1CC(=O)N1CCN(C(=O)c2ccco2)CC1	-19.0%
Cc1ccc(S(=O)(=O)N2CCCC2CO)cc1 (stereo not drawn)	-2.9%
Cn1nnnc1SCC(=O)Nc1ccc(N2CCOCC2)cc1	-6.8%
CCOC(=O)C1C(=O)CC(O)(c2cccc(Br)c2)CC1C=C(Cl)Cl (stereo not drawn)	-0.7%
COc1ccc(N2CC(C(=O)Nc3nccs3)CC2=O)cc1 (stereo not drawn)	-15.4%
CCCCN1C(=O)C2NN=C(C(=O)OC)C2C1=O (stereo not drawn)	10.7%
Cc1ccc(SCCNC(=S)Nc2ccc(C)c(C)c2)cc1	-13.6%
CCCCCOc1ccc(C(=O)NC(C(=O)O)C(C)C)cc1 (stereo not drawn)	-2.9%
Cc1cc(C(=O)CSc2n[nH]c(N)n2)c(C)n1C1CC1	-7.5%
Cc1ccc(C(=O)/C=C/Nc2ccc([N+](=O)[O-])cc2Br)cc1	21.0%
O=C(C=C1CCN(c2ncc(C(F)(F)F)cc2Cl)CC1)NNC(=O)Nc1ccccc1	-13.8%
COc1cccc(-c2nnc(N(C)C(=O)C3CCOC3)s2)c1 (stereo not drawn)	-11.1%
CC(=O)c1cc2c(cc1NC(=O)CN1CCCCCC1)OCO2	-18.0%
CC(C)(C)c1nnc2sc(SCC(=O)N3CCCc4ccccc43)nn2c1=O	-11.9%
COc1ccc(CC(=O)Nc2ccc(C(=O)NCC(C)C)cc2)cc1	4.9%
Clc1ccc(Cl)c2sc(N3CCCC3)nc12	13.1%
Cc1ccc2cc(CN(CC3CCCO3)C(=O)NC3CCCCC3)c(=O)[nH]c2c1C (stereo not drawn)	-11.9%
c1ccc2c(c1)C(=NC1CCCCC1)NC2=NC1CCCCC1	-10.4%
Cc1cc(C)c2c(=O)n(-c3ccccc3)[nH]c2n1	1.1%
CC(C)(C)c1cc(CNC2CS(=O)(=O)C[C@@H]2O)cc(C(C)(C)C)c1O (stereo partly drawn)	-12.2%
Cc1ccc(OCC(=O)N/N=C\c2c(C)n(C)c3ccccc23)c([N+](=O)[O-])c1	-12.9%
COC(=O)c1ccc2c(c1)NC(=O)C(N1CCCCC1)S2 (stereo not drawn)	-12.4%
COc1cc(C)ccc1NC(=O)c1ccc(S(=O)(=O)N2CCOCC2)cc1	-0.2%
COc1ccc2[nH]c(=S)[nH]c2c1	-16.2%
CC(C)c1nnc(NC(=O)c2sc3ccccc3c2Cl)s1	-17.2%
C=CCNC(=O)c1cc(=O)c2ccccc2o1	-11.7%
CSc1nc2sc3c(c2c(=O)n1C)CCC(C)C3 (stereo not drawn)	-6.1%
CC(=O)C(C)Oc1ccc2c3c(c(=O)oc2c1C)CCCC3 (stereo not drawn)	2.0%
COc1ccc(Nc2ccc(OC)cc2)cc1	12.8%
COc1ccccc1N1CCN(/N=C/c2ccccc2C)CC1	0.2%
Clc1ccccc1OCCCCN1CCCC1	-11.2%
Cc1ccc(C(=O)Nc2cccc(-c3nc4ccccc4o3)c2C)cc1	26.7%
O=C(Nc1ccc2oc(-c3cccnc3)nc2c1)c1ccc(Br)o1	-5.8%
CCN(CC)C(=O)CCN1C(=O)/C(=C2\SC(=S)N(CCC(=O)N(CC)CC)C2=O)SC1=S	-6.9%
CCCCn1c(N)c(Sc2ccc(C)cc2)c(=O)[nH]c1=O	-17.8%
Fc1ccc(Cn2ccc(-c3cnc(-c4ccccc4)s3)n2)cc1	-4.2%

(list continues)
SMILES	mouse EphA4 binding
O=C(NCCO)C(c1ccccc1)c1ccccc1	-1.7%
Cc1cc(NC(=O)CCCC(=O)NCc2cccs2)no1	-2.7%
CC(C)CN(C(=O)COC(=O)C12CC3CC(CC(O)(C3)C1)C2)C1CCS(=O)(=O)C1 (stereo not drawn)	-10.4%
Cc1ccc(CNC(=O)/C=C/c2ccccc2)cc1	-9.3%
Oc1ccccc1/C=N/n1c2ccccc2c2ccccc21	-5.3%
CC(=O)Nc1ccc(N2C(=O)CC(c3ccccc3)CC2=O)cc1	-10.2%
CSC1=NCCN1C(=O)c1ccc(S(=O)(=O)N(C)C)cc1	-12.7%
Cc1ccc(CN=C2Nc3ccccc3CS2)cc1	-9.7%
COc1ccccc1N(CC(=O)NCc1cccnc1)S(C)(=O)=O	-1.1%
O=C(Nc1cnn(Cc2ccccc2)c1)c1nc2ncccn2n1	-0.3%
Cc1nc2sc(C(c3cccc(F)c3)N3CC(C)OC(C)C3)c(O)n2n1 (stereo not drawn)	-6.3%
O=C(C1CC1)N1CCc2cc(S(=O)(=O)NCC3COc4ccccc4O3)ccc21 (stereo not drawn)	-2.6%
CCN1CCN(c2ccc([N+](=O)[O-])cc2C(=O)c2ccc(Cl)cc2)CC1	3.7%
COc1ccccc1-c1coc2cc(OC(=O)c3c(C)cc(C)cc3C)ccc2c1=O	-4.6%
O=C(COc1ccc2cc(-c3nc4ccccc4s3)c(=O)oc2c1)OCc1ccccc1	-4.3%
CCS(=O)(=O)n1nc(-c2ccccc2)cc1N	-12.4%

Another view of some results above.
| Molecule | mouse EphA4 binding |
| --- | --- |
| Cc1ccc(CN=C2Nc3ccccc3CS2)cc1 | -9.7% |
| COc1ccccc1N(CC(=O)NCc1cccnc1)S(C)(=O)=O | -1.1% |
| O=C(Nc1cnn(Cc2ccccc2)c1)c1nc2ncccn2n1 | -0.3% |
